# SMN2 splice enh – enhancers of SMN2 splice variant expression; HEK293 SMN2-luciferase splicing reporter, luminescence, 30-36 h; Potency, µM (doses to about 46.1 µM), without a hit: at the top dose activity change, positive = activation, usual class: activators; hit rate 2.8% among 210,000; also: potency is read from the fitted curve at half-maximal effect; % of control where 0% means no effect; nearly all actives have a fitted effect of over 55% in size
#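 HEK293 cells carry an SMN2 […]–luciferase reporter in which exon 7 inclusion puts luciferase in frame. Cells were plated 10-12 h before compound addition, then incubated 30-36 h at 37C. ONE-Glo luminescence was read; sodium butyrate at 4.5 mM final served as control.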
# HTT cytoprotect – protects HTT-Q103 PC12 cells, measured by ATP; PC12 HTT-Q103 induced, cytoprotection, ATP luminescence, 40 h; hit rate 0.14% among 230,000; Potency, µM (highest dose often 56.4 µM), inactives show cytoprotection (ATP increase), most hits filed as activators;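 also: potency is read from the fitted curve at half-maximal effect; % of control where 0% means no effect; nearly all actives have a fitted effect of over 45% in size; toxic huntingtin expression switched on by the ecdysone agonist tebufenozide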
#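 ATP quantification (ATPlite) reports survival of PC12 cells in which tebufenozide, 100 nM final, switches on Htt exon 1 with 103 glutamines linked to GFP; compounds are titrated.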
# CBFb RUNX1 block – inhibitors of human CBF-beta and RUNX1 interaction | Potency, µM (titrated, usually from 59.8 µM), for inactives: at the highest dose activity, negative = inhibition, actives largely listed as inhibitors | AlphaScreen CBFb-His/RUNX1-biotin binding, biochemical | 230,000 tested, under 10 active | Q01196+Q13951; also: % of control where 0% means no effect
# Target sequence (Q01196 whole entry, looked up): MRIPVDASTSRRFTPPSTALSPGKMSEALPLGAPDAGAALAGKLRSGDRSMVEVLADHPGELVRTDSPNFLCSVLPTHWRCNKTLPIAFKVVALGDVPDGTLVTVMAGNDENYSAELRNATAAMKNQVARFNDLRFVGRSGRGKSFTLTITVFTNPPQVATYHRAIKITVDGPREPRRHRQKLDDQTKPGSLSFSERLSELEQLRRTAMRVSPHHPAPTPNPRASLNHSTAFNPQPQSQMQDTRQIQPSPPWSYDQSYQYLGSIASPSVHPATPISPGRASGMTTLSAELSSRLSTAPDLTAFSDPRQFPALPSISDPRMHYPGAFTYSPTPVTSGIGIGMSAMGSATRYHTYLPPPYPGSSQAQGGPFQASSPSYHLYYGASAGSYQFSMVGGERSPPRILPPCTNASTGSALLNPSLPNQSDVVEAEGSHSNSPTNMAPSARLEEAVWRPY
# Target sequence (Q13951 whole entry, looked up): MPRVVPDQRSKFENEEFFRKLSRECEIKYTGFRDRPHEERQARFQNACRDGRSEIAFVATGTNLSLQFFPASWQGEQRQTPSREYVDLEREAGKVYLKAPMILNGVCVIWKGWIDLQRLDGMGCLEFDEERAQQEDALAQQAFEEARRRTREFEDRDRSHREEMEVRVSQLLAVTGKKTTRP
#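 CBF-beta (His) and RUNX1 (biotin), 30 nM each; 20 min preassociation; + compound, 15 min; + beads 50 ng each (Ni, streptavidin), 90 min; RT; AlphaScreen read.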
# Luc counter – blocks Kinase-Glo luciferase, a counter-screen artifact; Potency, µM (series often up to 38.3 µM), for inactives: top-dose activity change, negative = inhibition, actives largely listed as inhibitors; Kinase-Glo luciferase, ATP luminescence, 8 min; hit rate 0.28% among 200,000; Q27757; also: potency is read from the fitted curve at half-maximal effect; % is scaled to controls: 0 for no effect and ±100 for the full control effect; nearly all actives have a fitted effect of over 60% in size
#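 Recombinant Kinase-Glo luciferase, 10 uM ATP (linear range), luciferin; imidazole pH 7.2 / KCl / MgCl2 / Tween / BSA buffer; 8 min RT; luminescence.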
# LMNA splice mod – changes lamin A minigene splicing in HeLa cells | HeLa LMNA splicing GFP/RFP minigene ratio, 48 h | Potency, µM (titrated, usually from 46.1 µM), without a hit: top-dose ratio change, negative = inhibition, usual class: inhibitors | hit rate 0.01% among 200,000; active = well fitted inhibition curve with a large enough effect in the signal ratio, with a control signal flat, not every such curve was filed as active; inconclusive = small, poorly fitted or top-dose-only effect, or effect the other way, or a change in a side signal; the % refers to the signal ratio; also: potency is read from the fitted curve at half-maximal effect; % is scaled to controls: 0 for no effect and ±100 for the full control effect
#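 S3 HeLa cells stably expressing lamin A-EGFP splicing minigene plus DsRed2, 600 cells/well, 48 h compound exposure at 37C. Laser-scanning cytometry; analysed as GFP (500-530 nm)/RFP (575-640 nm) total intensity ratio; 0.5% DMSO vehicle.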
# HTT aggregate – reduces HttQ103-GFP aggregates in PC12 cells; hit rate 1.1% among 220,000; Potency, µM (series often up to 46.1 µM), for the others: top-dose activity change, negative = inhibition, actives largely listed as inhibitors; PC12 HttQ103-GFP aggregates, Acumen cytometry, 40 h; AID 1688; also: potency is read from the fitted curve at half-maximal effect; % is scaled to controls: 0 for no effect and ±100 for the full control effect; nearly all actives have a fitted effect of over 60% in size
#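 Steps: seed 1500 PC12 HTTQ103-GFP cells/well; add tebufenozide, 100 nM final; add compound titration; add ATPLite reagent; quantify GFP aggregates by laser scanning cytometry.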
# IMPase Li inh – cell-permeable IMPase inhibitors with lithium potentiation. CHO-M1 cells, IP1 TR-FRET (IP-One), carbachol + lithium. Potency, µM (highest dose often 59.4 µM), for the others: top-dose activity, negative = IMPase inhibition, most hits filed as inhibitors. hit rate 0.35% among 210,000. AID 1457;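 also: IP1 builds up when IMPase is blocked and the TR-FRET signal falls; potency is read from the fitted curve at half-maximal effect; plate controls were basal vehicle for no effect and high inhibitor control for full effect; nearly all actives have a fitted effect of over 50% in size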
#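 Concentration–response in CHO-M1 cells, lithium-potentiated; 30 min at 37C. IP1 detected by competitive TR-FRET after 10 min lysis at RT. Hill-fitted AC50.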
# Active calls of the source: *; ? = inconclusive; / = not tested or not shown; & = joins results of further samples; [ ] = remark or other dose. Unless noted, calls follow the shape of the dose curve; as a rule, active = well fitted curve in the direction sought with a large enough effect; inconclusive = small, poorly fitted or top-dose-only effect, or another doubt; inactive = no such curve, though single readings can be large; an effect the other way counts as inactive or inconclusive. The order is random; about 4% have a hit in one of these screens.
SMILES,SMN2 splice enh,HTT cytoprotect,CBFb RUNX1 block,Luc counter,LMNA splice mod,HTT aggregate,IMPase Li inh
COC(=O)C1=C(C(C)=O)C(c2ccc(C(=O)OC)cc2)n2nnnc2N1 (centres undefined),1%,8%,-1%,4%,-11%,-3%[9.22 µM],15%[38.3 µM]
CCCCN1C(=O)c2ccc(C(=O)Nc3cccc(C)c3C)cc2C1=O,-6%,-5%,-1%,4%,11%,8%[9.22 µM],-13%[38.3 µM]
O=C(Nc1ccc2oc(-c3ccc(F)cc3)nc2c1)c1ccccc1F,-13%,-23%,-8%,0%,9%,7%,-21%[38.3 µM]
COc1ccccc1N(CC(=O)NCC1CCCO1)C(=O)CNS(=O)(=O)c1ccccc1 (centres undefined),/,14%[10 µM],-2%,/,/,-11%[9.22 µM],/
COc1cccc(CNC(=S)Nc2cc(C)ccc2C)c1,?,-9%,9%,1%,/,13%,0%
CCOC(=O)N1CCN(c2cc(=O)n(-c3ccccc3Cl)c(=O)[nH]2)CC1,7%,-1%,9%,-2%,3%,21%,24%[38.3 µM]
CCS(=O)(=O)C1=NSC2=NC(=O)/C(=C\c3cc(C)n(-c4cccc(OC)c4)c3C)C(=N)N21,6%,-32%[inhibitor],-5%,2%,/,-12%,3%
CCCCCCCC(=O)OC(CN1CCCCCC1)CN1CCCC1=O (centres undefined),/,16%[10 µM],15%,/,/,20%[9.22 µM],/
COc1ccc(C(=O)N2CCC3(CC2)CCN(c2ccncc2)CC3)cc1,-24%,25%,/,-6%,/,/,24%
CCCC(=O)NC1C2CC3CC(C2)CC1C3 (centres undefined),24%,7%,8%,1%,1%,5%,15%[38.3 µM]
Cc1nnc(NC(=O)c2ccc(C)c(S(=O)(=O)N3CCCCCC3)c2)s1,-19%,-6%,5%,2%,?,-1%,13%[38.3 µM]
O=C(CSc1nnc(-c2ccc3c(c2)OCO3)n1-c1ccccc1)c1ccccc1,-56%[inhibitor],0%[1.9 µM],3%,4%,-11%,3%,?
COc1ccc(S(=O)(=O)Nc2ccccc2C(=O)Nc2nc(-c3ccc(F)cc3)cs2)cc1OC,-64%[inhibitor],?,-12%,-1%,?,10µM*,10%
O=C1Cc2ccccc2C(=O)N1OCc1ccc(Cl)cc1Cl,12%,-5%[10 µM],7%,-8%,/,13%,12%
O=C1C2C3C=CC(C2C(=O)N1c1cccc(O)c1)C1C2C(=O)N(c4cccc(O)c4)C(=O)C2C31 (centres undefined),-2%,2%[10 µM],10%,1%,/,17%,1%
C/C(=N\N1CCN(Cc2ccccc2)CC1)c1ccco1,14%,/,3%,4%,2%[46 µM],/,12%
CCOC(=O)Cc1csc2nc(-c3ccccc3)nn12,/,8%[10 µM],9%,/,/,1%[9.22 µM],/
COc1ccccc1N1CCN(C(=O)CSc2nc3ccccc3c(=O)n2CC2CCCO2)CC1 (centres undefined),-24%,-3%,-6%,-2%,-11%,-25%,12%[38.3 µM]
CC(C)(C)c1nc2ccccc2c2nnc(SCC(=O)Nc3nc4ccccc4s3)n12,-41%[inhibitor],-10%,-6%,-2%,?,2%,-5%[38.3 µM]
COc1ccc(/C=N/NC(N)=S)cc1,/,34%[10 µM],6%,/,/,13%[9.22 µM],/
[O-][N+]12CCCCC1CCCC2CO (centres undefined),/,-8%[10 µM],2%,/,/,-7%[9.22 µM],/
O=C(O)C(CCCCN1C(=O)C2C3C=CC(C3)C2C1=O)N1C(=O)C2C3C=CC(C3)C2C1=O (centres undefined),-22%,-4%[10 µM],2%,-2%,-1%,17%,-4%[38.3 µM]
Clc1ccccc1Sc1ccc(-c2ccccn2)s1,/,10%[10 µM],29%,/,?,11%[9.22 µM],/
CCCN1CCC(=NNc2ccc(C(=O)O)cc2)CC1,-45%[inhibitor],-23%,8%,1%,/,17%,2%
Cn1c(=O)c2c(nc3sccn32)n(C)c1=O,9%,-13%[10 µM],5%,-2%,-16%,2%,8%
C=CCC(C)(NCc1ccccc1)c1ccccc1 (centres undefined),-4%,-7%[10 µM],10%,4%,5%,7%,15%[38.3 µM]
Nc1ccc2nc(-c3cccnc3)[nH]c2c1,3%,-5%[10 µM],?,-20%,-10%,?,11%
CS(=O)(=O)c1ccc(C(=O)OCC(=O)NC2CCS(=O)(=O)C2)cc1[N+](=O)[O-] (centres undefined),9%,30%,0%,2%,4%[46 µM],18%,-6%
CC(C)CN(C(=O)COC(=O)c1ccccc1Sc1ccccc1C#N)C1CCS(=O)(=O)C1 (centres undefined),3%,12%[0.074 µM],5%,-2%,2%,-4%,5%
COc1ccc(OCC(=O)O/N=C(\N)Cc2cccs2)cc1,-7%[1.84 µM],18%[10 µM],-6%,-2%,1%,-15%,1%

# Results in LMNA splice mod, HTT aggregate and SMN2 splice enh, for two of the compounds above:
Molecule | LMNA splice mod | HTT aggregate | SMN2 splice enh
[O-][N+]12CCCCC1CCCC2CO (centres undefined) | / | -7%[9.22 µM] | /
C=CCC(C)(NCc1ccccc1)c1ccccc1 (centres undefined) | 5% | 7% | -4%

# Next section:
SMILES,SMN2 splice enh,HTT cytoprotect,CBFb RUNX1 block,Luc counter,LMNA splice mod,HTT aggregate,IMPase Li inh
Cc1cc(C)c(NC(=O)c2sc3nc(C)[nH]c(=O)c3c2C)c(C)c1,/,7%[10 µM],8%,/,/,8%[9.22 µM],-13%
CCOc1cc(/C=N/NC(=O)c2ccc(CN3CCOCC3)cc2)ccc1OC,-11%,/,0%,2%,-1%[46 µM],/,10%
COc1cc(OC)c2c(C)c(Cl)c(=O)oc2c1,-22%,-9%,2%,-1%,?,13%,-17%[38.3 µM]
CCCCN(CC)C(=O)c1ccc(Cl)cc1,4%,17%,-6%,4%,-2%[46 µM],22%,3%
Cc1ccnc(N2CCC(C(=O)Nc3nnc(C)s3)CC2)n1,-3%,22%[10 µM],10%,-6%,6%,-8%,-7%[38.3 µM]
O=C(CN1CCN(C(c2ccccc2)c2ccccc2)CC1)NC(=O)NCc1ccco1,-3%,4%,-13%,-3%,2%,19%,12%[38.3 µM]
COc1ccc(-c2nnn(CC(=O)NCCc3c[nH]c4ccccc34)n2)cc1OC,-20%,4%,-3%,-5%,5%,-9%,-1%[38.3 µM]
CCOC(=O)CNC(=O)O[C@@H]1C(=O)c2cc(Br)ccc2O[C@H]1c1cccc(OC)c1,20%,-15%,-2%,-2%,/,/,2%
COC(=O)Cc1csc(Nc2ccccc2Cl)n1,?,23%[10 µM],-1%,-1%,-9%,0%,4%
O=C(Cn1ncc(N2CCOCC2)c(Cl)c1=O)c1ccc(Cl)cc1,18%,23%,13%,4%,7%[46 µM],15%,6%

# Individual results from the results shown:
# In Luc counter, `O=C(CN1CCN(C(c2ccccc2)c2ccccc2)CC1)NC(=O)NCc1ccco1` reads -3%
# In HTT aggregate, `Cc1nnc(NC(=O)c2ccc(C)c(S(=O)(=O)N3CCCCCC3)c2)s1` reads -1%
# In Luc counter, `Cn1c(=O)c2c(nc3sccn32)n(C)c1=O` reads -2%

# Next section
SMILES,SMN2 splice enh,HTT cytoprotect,CBFb RUNX1 block,Luc counter,LMNA splice mod,HTT aggregate,IMPase Li inh
NC(=O)C1(N2CCCCC2)CCN(CC(=O)Nc2ccccc2Sc2ccccc2)CC1,-2%,-18%,5%,-1%,7%,-26%,22%[38.3 µM]
CCCCNC(=S)NCc1ccc2[nH]c(C)cc2c1,-45%[inhibitor],/,3%,-1%,?,8%,12%
CCCCN(CCCC)S(=O)(=O)c1ccc(NC(=O)CN2CCOCC2)cc1,-14%,-10%[10 µM],?,-4%,?,7%,23%[38.3 µM]
CC1(C)SC2C(NC(=O)C(C(=O)O)c3ccccc3)C(=O)N2C1C(=O)O (centres undefined),-9%,-70%[inhibitor],14%,-5%,?,12%,8%
CCCCCC(=O)Nc1cccc(C2=NOC3(C2)C[C@@H](C(N)=O)N(C(=O)Cc2ccc([N+](=O)[O-])cc2)C3)c1 (some centres undefined),/,-7%[10 µM],4%,/,/,-44%[9.22 µM],/
CC1(OC(=O)C2CCCC2)C(=O)C=C2C=C(c3ccsc3)N(C3CCCC3)C=C2C1=O (centres undefined),-5%[9.22 µM],2%&3%[10 µM],?,-10%[7.66 µM],-11%[9.22 µM],-24%[9.22 µM],6%
O=C(c1ccc(CN2CCc3ccccc3C2)cc1)N1CCN(c2ccccc2)CC1,-54%[inhibitor],6%[10 µM],?,-2%,-7%,?,11%
CCC1(CC)Cc2ccccc2-c2nc(CN3CCOCC3)[nH]c(=O)c21,-2%,-14%[0.074 µM],1%,6%,?,16%,21%[38.3 µM]
O=Cc1cc2cc3c(cc2nc1Cl)OCCO3,/,-10%[10 µM],4%,/,/,-2%[9.22 µM],/
CCCn1c(O)c(C=Nc2ccccc2)sc1=S,/,-1%[10 µM],1%,0%,-4%[46 µM],12%[9.22 µM],13%
CC(C)OCCCNc1ncnc2c1cnn2-c1ccccc1,-10%,-62%[inhibitor],3%,-5%,8%,-4%,2%[38.3 µM]
O=C(NCc1ccc2c(c1)OCO2)c1sccc1Br,/,-1%[10 µM],13%,/,?,9%[9.22 µM],/
Cc1ccc(O)c(CNc2ccc(S(=O)(=O)Nc3nccs3)cc2)c1,/,-12%[10 µM],-24%,/,/,19%[9.22 µM],/
O=C(CCn1cnc2ccccc2c1=O)Nc1ccc2c(c1)OCCO2,27%,13%,2%,3%,-6%,-1%,21%[38.3 µM]
CN1CCn2c1nc(N1CCOCC1)nc2=O,17%,11%[0.074 µM],5%,1%,-16%,-9%,15%[38.3 µM]
Cc1noc(NC(=O)Nc2ccccc2F)c1C#N,-13%[9.22 µM],2%[10 µM],/,-6%[7.66 µM],/,/,-6%
Cc1cc(-c2csc(N)n2)c(C)n1Cc1ccccc1,-2%,-23%,-12%,-3%,-3%[46 µM],-16%,7%
CC(C)NC[C@@H](O)COc1ccccc1-n1cccc1,/,-11%,6%[21.7 µM],-4%,/,/,2%
Cc1ccc(S(=O)(=O)N(CC(=O)N(C)C)c2cccc([N+](=O)[O-])c2)cc1,15%,/,2%,0%,-4%[46 µM],-11%,5%
Cn1nnnc1SCC1=C(C(=O)O)N2C(=O)C(NC(=O)C(O)c3ccccc3)C2SC1 (centres undefined),-3%,19%,9%,-3%,/,/,30%
Cc1ccccc1Nc1oc(-c2ccccc2)nc1-c1ccccc1F,0%,?,-7%,2%,/,/,12%
COC(OC)c1ccc(C#N)c(SCc2ccccc2)n1,/,24%[10 µM],16%,/,/,14%[9.22 µM],/

# High-throughput results: PubChem, National Center for Advancing Translational Sciences (NCATS)
